Screens from PubChem BioAssay.
AHR act = human AHR activation | activation, % at 5 µM | AHR-responsive luciferase reporter cells, luminescence | 2.5% of 320,000 active | P35869; in the data active = activation above about 47%;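 also: 0% = vehicle wells and 100% = reference agonist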
MEP2-GFP yeast = yeast TOR pathway MEP2-GFP modulation; S. cerevisiae MEP2-GFP strain, flow cytometry GFP, 3 h; 100% = DMSO control level; GFP response vs DMSO, % at 10 µM; 0.51% of 330,000 active;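 active = GFP response versus DMSO above a set limit, roughly screen mean plus 3 SD, cut at about 180% in these data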;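 also: median GFP fluorescence of the barcode-gated MEP2-GFP cells per well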
RPL19A TOR yeast = yeast TOR pathway RPL19A-GFP modulation. S. cerevisiae RPL19A-GFP strain, flow cytometry, 3 h; stronger effect = lower value. 0.3% of 330,000 active. AID 2025. percent response vs DMSO, % at 10 µM;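 active = percent response vs DMSO below 50%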;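 also: median channel GFP fluorescence of the barcoded RPL19A-GFP strain; ratio of sample median GFP to plate DMSO average so 100% = DMSO; lower means less RPL19A-GFP as with rapamycin TOR inhibition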
LAP4 TOR yeast = modulators of TOR pathway LAP4-GFP in S. cerevisiae. 0.34% of 320,000 active. GFP response vs DMSO, % at 10 µM. AID 2023. S. cerevisiae LAP4-GFP multiplex, flow cytometry GFP, 3 h; median GFP as percent of DMSO wells;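 active = GFP response vs DMSO above a set limit, about the screen mean plus 3 SD, cut at about 150% in these data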
procasp3 activ = activators of human procaspase-3 | P42574 | recombinant procaspase-3 D3A, Ac-DEVD-pNA absorbance 405 nm | activation, % at 8.5 µM | 0.11% of 330,000 active | AID 463141;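 active = activation above the mean of all tested compounds plus 3 SD, cut at about 21% in these data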;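 also: 0% = DMSO alone and 100% = DMSO wells spiked with extra 5 µM PC-3 D3A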
Target sequence (P42574 whole entry D9A/D28A/D175A): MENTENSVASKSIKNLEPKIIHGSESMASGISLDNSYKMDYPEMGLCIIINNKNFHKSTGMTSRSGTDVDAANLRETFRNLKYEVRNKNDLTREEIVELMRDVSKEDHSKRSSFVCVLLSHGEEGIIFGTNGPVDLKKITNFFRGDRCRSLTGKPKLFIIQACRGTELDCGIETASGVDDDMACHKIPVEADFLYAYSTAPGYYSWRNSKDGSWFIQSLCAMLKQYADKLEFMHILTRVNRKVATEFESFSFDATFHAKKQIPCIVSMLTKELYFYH
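Assay system – Procaspase-3 D3A mutant, all three cleavage aspartates alanine · Controls – DMSO-only low control, 5 µM PC-3 D3A high control · Schedule – 1 h compound preincubation, 2 h substrate hydrolysis at 25 °C · Signal – 405 nm absorbance of p-nitroaniline, reads at 0 and 120 min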
AGP1 TOR yeast = alters AGP1-GFP fluorescence in TOR pathway yeast screen; S. cerevisiae AGP1-GFP multiplex flow cytometry, 3 h; GFP as percent of DMSO wells; GFP response vs DMSO, % at 10 µM; 0.02% of 320,000 active; AID 2066;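 active = GFP response relative to DMSO above a set limit, near screen average plus 3 SD, cut at about 150% in these data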;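 also: median GFP channel fluorescence of the gated AGP1 strain per well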
procasp7 counter = counter-screen: procaspase-7 (human) activation; P55210; recombinant procaspase-7, Ac-DEVD-pNA absorbance 405 nm; D23A/D198A/D206A triple mutant, cannot self-cleave; scale: DMSO 0, 5 µM enzyme 100; activation, % at 8.5 µM; 0.093% of 330,000 active; AID 463210;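 active = percent activation above the screen-wide mean plus 3 SD, cut at about 25% in these data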
Target sequence (P55210 whole entry D23A/D198A/D206A): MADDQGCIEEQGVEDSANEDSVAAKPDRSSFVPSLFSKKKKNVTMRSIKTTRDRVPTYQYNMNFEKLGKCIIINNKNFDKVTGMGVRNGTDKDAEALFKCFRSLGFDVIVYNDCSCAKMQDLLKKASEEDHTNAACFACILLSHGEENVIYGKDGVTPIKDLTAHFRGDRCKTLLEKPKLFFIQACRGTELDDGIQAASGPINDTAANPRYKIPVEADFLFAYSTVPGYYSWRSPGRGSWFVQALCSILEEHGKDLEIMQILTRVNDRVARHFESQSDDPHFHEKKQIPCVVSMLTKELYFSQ
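Material: Procaspase-7 triple mutant (PC-7 D3A) | Quantity: 2 µM procaspase-7 mutant as dispensed | Reagent: DEVD-pNA substrate | Times: 1 h preincubation, 2 h reaction | Technique: 405 nm absorbance of p-nitroaniline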
CIT2-GFP yeast = alters CIT2-GFP fluorescence in TOR pathway yeast screen. S. cerevisiae CIT2-GFP strain, flow cytometry, 3 h; 100 means same as DMSO wells. GFP response vs DMSO, % at 10 µM. 0.065% of 320,000 active;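 active = GFP response relative to DMSO above a set limit, near the screen mean plus 3 SD, cut at about 150% in these data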;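 also: ratio of well median GFP fluorescence to mean of DMSO wells on the plate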
Starred values were filed as active, the others as inactive; · = not tested or not shown; [ ] = dose if it differs, or a comment.

nr	SMILES	AHR act	MEP2-GFP yeast	RPL19A TOR yeast	LAP4 TOR yeast	procasp3 activ	AGP1 TOR yeast	procasp7 counter	CIT2-GFP yeast
1	CCCn1nc(C(=O)NNC(=O)c2cccc(S(=O)(=O)NC(C)C)c2)c2ccccc2c1=O	-1	97	100	74	15	86	-4	101
2	COc1ccc(/C=c2\sc3nc(-c4ccccc4OC)nn3c2=O)c(OC)c1	42	118	101	108	2	106	-5	102
3	CCn1c(O)c(N=NC(=O)CNC(=O)c2ccccc2F)c2ccccc21	10	107	106	102	5	107	-2	111
4	CCOC(=O)c1c(C)[nH]c(C)c1C(=O)COC(=O)[C@@H]1CCCN1S(=O)(=O)c1ccc(Cl)cc1	0	110	110	115	18	115	2	119
5	O=C(OCc1nnc(-c2ccc([N+](=O)[O-])cc2)o1)C1CCN(C(=O)c2ccc(F)cc2)CC1	2	102	99	104	-3	98	-1	98
6	N#CCSc1nc2ccccc2c(=O)n1C1CCCCC1	1	95	95	97	-8	94	1	91
7	COc1cc(C(=O)COC(=O)CNC(=O)C2CCCCC2)cc(OC)c1OC	3	103	100	98	1	99	7	100
8	[N-]=[N+]=N[C@@H](CCN1CC[C@H](O)CCC1=O)c1ccccc1	1	101	104	115	-3	99	-2	102
9	CC1(C)CC(CCC(=O)NC(=S)Nc2ccccc2Cl)C(=O)O1 (stereo not drawn)	10	108	103	93	0	97	2	99
10	O=C(Nc1cccnc1)c1cnc2ccccc2n1	5	98	97	101	-8	93	-8	96
11	COc1cc2nc(-c3ccc(Br)o3)oc(=O)c2cc1OC	3	113	107	118	3	79	0	109
12	O=S1(=O)C=CC(Nc2ccccc2)C1 (stereo not drawn)	4	92	95	90	4	94	0	·
13	CCC(C(=O)N/N=C/c1cccnc1)c1ccccc1 (stereo not drawn)	3	98	102	85	0	101	-2	102
14	CC1CCN(CC(=O)N2CCN(c3ccccc3)CC2)CC1	-1	108	104	88	8	101	6	104
15	CCC(=O)Nc1ccc(C(=O)Nc2ccc(Br)cc2F)cc1	-5	109	110	111	-2	103	-8	103
16	Cc1noc(NC(=O)c2ccccc2Cl)c1C#N	2	102	102	97	2	103	10	111
17	CCN(CC#CCC(O)(c1ccccc1)c1ccccc1)C(C)C	1	91	96	84	5	94	9	93
18	COC(=O)CS(=O)(=O)c1ccc(C)cc1	2	100	97	120	-2	101	10	101
19	COc1ccc(C2CC2/C(=N/O)c2ccccn2)cc1 (stereo not drawn)	-1	92	92	96	-4	92	-6	86
20	Cc1nc(SC(C(N)=O)c2ccccc2)c(C#N)c(C)c1C (stereo not drawn)	3	101	103	113	-3	111	-2	101
21	O=C(Nc1ccc2c(c1)C(=O)NC2=O)c1ccccc1	37	107	103	108	0	105	3	104
22	O=C1/C(=C/c2ccccc2)Oc2cc(OC(=O)N3CCOCC3)ccc21	12	101	105	92	-5	92	-1	90
23	CCCCn1c(N(CCOC(C)=O)C(C)=O)nc2ccccc21	-2	101	99	100	3	106	14	105
24	Cc1ccc2c(COC(=O)C3CC(=O)N(c4ccc5c(c4)OCCO5)C3)cc(=O)oc2c1 (stereo not drawn)	1	106	103	96	8	103	6	99
25	CCCC(=O)Nc1ccc(N2CCOCC2)cc1	4	108	109	97	-3	106	-6	96
26	CCn1nc(C)c(/C=N/NC(=O)Cn2nnnc2N)c1C	1	101	100	111	4	109	5	115
27	CCOC(=O)c1ccc(S(=O)(=O)Nc2cc(C(C)(C)C)no2)cc1	2	103	106	81	-3	98	5	103
28	COc1ccc(S(=O)(=O)/C(C#N)=C/Nc2ccccc2F)cc1	3	111	106	99	1	105	-1	113
29	CC(C)OC(=O)c1c(NC(=O)CCC(=O)O)sc2c1CCCCC2	0	95	97	88	-9	89	-1	86
30	Cc1cccc(N(CC(=O)NCCSc2nc3ccccc3s2)S(=O)(=O)c2ccccc2)c1	16	113	101	98	7	96	-1	99
31	Cc1cccc(N2CCN(C(=O)c3cccs3)CC2)c1C	-1	110	96	98	-4	93	1	94
32	COc1cccc(C(=O)Nc2cccc3ccccc23)c1	·	110	106	101	·	102	·	96
33	COc1ccc(N2CCN(S(=O)(=O)c3cc(C)ccc3OC)CC2)cc1	3	105	98	114	3	105	1	101
34	COC(=O)c1ccc(NS(=O)(=O)c2ccc3c(c2)oc(=O)n3C)cc1	1	100	96	104	7	99	-2	106
35	C/C(=N\NC(=O)c1ccccc1O)c1c(O)cc(C)oc1=O	18	92	117	109	-12	84	-22	62
36	O=C(CSc1nnc2nnc3ccccc3n12)N1CCOCC1	36	113[may fluoresce green]	98[may fluoresce green]	110[may fluoresce green]	-1	116[may fluoresce green]	-4	142[may fluoresce green]

Retrieved by compound from the entries so far, two records:
nr	SMILES	AHR act	MEP2-GFP yeast	RPL19A TOR yeast	LAP4 TOR yeast	procasp3 activ	AGP1 TOR yeast	procasp7 counter	CIT2-GFP yeast
35	C/C(=N\NC(=O)c1ccccc1O)c1c(O)cc(C)oc1=O	18	92	117	109	-12	84	-22	62
32	COc1cccc(C(=O)Nc2cccc3ccccc23)c1	·	110	106	101	·	102	·	96

Other records.
nr	SMILES	AHR act	MEP2-GFP yeast	RPL19A TOR yeast	LAP4 TOR yeast	procasp3 activ	AGP1 TOR yeast	procasp7 counter	CIT2-GFP yeast
37	Cc1ccc(-c2ccccc2NC(=O)C2C3C=CC(C3)C2C(=O)O)o1 (stereo not drawn)	13	94	100	103	-13	96	-13	84
38	COc1cc2c3c(c1)C(C)=CC(C)(C)N3C(=O)C2=O	3	95	97	104	-7	101	-2	95
39	O=C(O)c1cccc(-n2c(/C=C/c3ccccc3)nc3ccccc3c2=O)c1	3	102	102	105	-3	99	0	93
40	COCCCNC(=O)C(=O)Nc1cc2c3c(c1)CCC(=O)N3CCC2	8	98	98	101	-15	97	-1	94
41	COc1ccc(OC)c(NC(=O)C2C3CCC(O3)C2C(=O)O)c1 (stereo not drawn)	0	91	94	104	-5	97	1	90
42	C=CCn1cnc2scc(-c3ccc(C)cc3)c2c1=O	8	109	101	107	14	103	16	91
43	Cc1cc([N+](=O)[O-])c(C)cc1-c1ccc(/C=N/n2cnnc2)o1	·	104	102	97	·	101	·	101
44	O=C(CCc1ccccc1)Nc1ccc(Cl)cn1	1	102	100	109	12	106	4	101
45	S=c1[nH]ccn1-c1cccc(Cl)c1	-1	98	96	99	3	118	13	88
46	O=C(NN=C1c2ccccc2-c2ccccc21)c1ccccn1	8	102	94	102	1	90	-2	92
47	Cc1cccc(Oc2ccccc2NC(=O)C2=COCCO2)c1	-1	106	107	104	0	99	2	92
48	COc1cc2c(C#CCCCO)c(-c3ccsc3)oc(=O)c2cc1OC	24	89	86	91	-11	81	4	80
49	c1ccc(-n2cc(CN3CCCC(CN4CCCC4)C3)c(-c3ccc4c(c3)OCO4)n2)cc1 (stereo not drawn)	27	105	107	109	2	108	6	97
50	CC1CCN(C(=O)Oc2ccccc2)CC1	-2	102	105	96	-9	101	-2	101
51	COc1ccc(/C(C)=N/NC(=O)c2ccc(N(C)C)cc2)cc1	2	109	105	102	0	110	-2	112
52	COc1ccc(NC(=O)CN(C)CC(=O)Nc2ccc(N3CCOCC3)cc2)c([N+](=O)[O-])c1	12	102	100	108	-4	105	5	105
53	COc1ccc(-n2c(-c3ccc(Br)cc3)c[n+]3c2CCc2ccccc2-3)cc1	-3	109	109	104	7	109	-6	108
54	CC(C)CCNC(=O)NC(=O)COC(=O)C1=COCCO1	2	102	105	100	-2	98	4	98
55	C=CCSc1nc2sc(C)c(C)c2c(=O)[nH]1	12	94	102	97	9	94	6	97
56	COc1ccc(CC(=O)Nc2ccc(NC(=O)c3ccccc3F)cc2)cc1	-5	101	99	111	2	95	-2	97
57	Cc1ccc2nsnc2c1NC(=O)Cc1ccc(Cl)cc1	1	111	86	86	4	95	7	·
58	COc1ccc(/C=C(\NC(=O)c2ccc(C)cc2)C(=O)Nc2ccc(C(=O)O)cc2)cc1	0	104	104	94	2	94	2	99
59	O=C(Cn1nnc2ccccc21)Nc1ccc(Cl)cn1	16	106	104	88	-3	95	4	104
60	COc1cc(CNCCCO)ccc1OCC(=O)NC(C)(C)C	0	102	100	107	-3	101	10	93
61	O=C(Cc1ccc(Cl)c(Cl)c1)Nc1cccc(S(=O)(=O)N2CCOCC2)c1	3	124	102	97	6	104	9	108
62	NC(=O)N/N=C/c1sc(=O)n(-c2ccccc2)c1Cl	6	106	101	113	-1	108	-1	100
63	Cc1ccc(-n2c3c(c(=O)[nH]c2=O)C(NS(=O)(=O)c2ccc(C)cc2)(C(F)(F)F)C(=O)N3)cc1 (stereo not drawn)	-1	92	97	103	8	98	2	95

Entries from the list above that have an aryl methoxy group, in the order listed:
nr	SMILES	AHR act	MEP2-GFP yeast	RPL19A TOR yeast	LAP4 TOR yeast	procasp3 activ	AGP1 TOR yeast	procasp7 counter	CIT2-GFP yeast
2	COc1ccc(/C=c2\sc3nc(-c4ccccc4OC)nn3c2=O)c(OC)c1	42	118	101	108	2	106	-5	102
7	COc1cc(C(=O)COC(=O)CNC(=O)C2CCCCC2)cc(OC)c1OC	3	103	100	98	1	99	7	100
11	COc1cc2nc(-c3ccc(Br)o3)oc(=O)c2cc1OC	3	113	107	118	3	79	0	109
19	COc1ccc(C2CC2/C(=N/O)c2ccccn2)cc1 (stereo not drawn)	-1	92	92	96	-4	92	-6	86
28	COc1ccc(S(=O)(=O)/C(C#N)=C/Nc2ccccc2F)cc1	3	111	106	99	1	105	-1	113
32	COc1cccc(C(=O)Nc2cccc3ccccc23)c1	·	110	106	101	·	102	·	96
33	COc1ccc(N2CCN(S(=O)(=O)c3cc(C)ccc3OC)CC2)cc1	3	105	98	114	3	105	1	101
38	COc1cc2c3c(c1)C(C)=CC(C)(C)N3C(=O)C2=O	3	95	97	104	-7	101	-2	95
41	COc1ccc(OC)c(NC(=O)C2C3CCC(O3)C2C(=O)O)c1 (stereo not drawn)	0	91	94	104	-5	97	1	90
48	COc1cc2c(C#CCCCO)c(-c3ccsc3)oc(=O)c2cc1OC	24	89	86	91	-11	81	4	80
51	COc1ccc(/C(C)=N/NC(=O)c2ccc(N(C)C)cc2)cc1	2	109	105	102	0	110	-2	112
52	COc1ccc(NC(=O)CN(C)CC(=O)Nc2ccc(N3CCOCC3)cc2)c([N+](=O)[O-])c1	12	102	100	108	-4	105	5	105
53	COc1ccc(-n2c(-c3ccc(Br)cc3)c[n+]3c2CCc2ccccc2-3)cc1	-3	109	109	104	7	109	-6	108
56	COc1ccc(CC(=O)Nc2ccc(NC(=O)c3ccccc3F)cc2)cc1	-5	101	99	111	2	95	-2	97
58	COc1ccc(/C=C(\NC(=O)c2ccc(C)cc2)C(=O)Nc2ccc(C(=O)O)cc2)cc1	0	104	104	94	2	94	2	99
60	COc1cc(CNCCCO)ccc1OCC(=O)NC(C)(C)C	0	102	100	107	-3	101	10	93

Compounds were not picked by outcome; any-hit rate near 3.5%.
